NPYLR7 agonist: mosquito NPYLR7 agonism | HEK293T NPYLR7/Galpha15, GCaMP6s calcium fluorescence | activation, % at 10 µM | 270,000 compounds, 0.15% hits | AID 1259423; in the data active = activation above about 40%;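 also: 0% = vehicle and 100% = reference agonist at the receptor; some compounds past the cut are filed as inactive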
mcGAS inh: mouse cGAS inhibition by luminescence; Q8C6L5; recombinant cGAS, Kinase-Glo ATP depletion luminescence; inhibition, % at 12.5 µM; 160,000 compounds, 0.15% hits;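 also: 0% = negative control wells and 100% = reference inhibitor with no enzyme activity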
hcGAS inh: inhibitors of human cGAS | recombinant h-cGAS, ATP depletion, Kinase-Glo luminescence | inhibition, % at 12.5 µM | 290,000 compounds, 0.081% hits | AID 1259398;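 also: 0% = vehicle reaction and 100% = reaction without DNA for no activity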
Target sequence (Q8N884 whole entry, looked up): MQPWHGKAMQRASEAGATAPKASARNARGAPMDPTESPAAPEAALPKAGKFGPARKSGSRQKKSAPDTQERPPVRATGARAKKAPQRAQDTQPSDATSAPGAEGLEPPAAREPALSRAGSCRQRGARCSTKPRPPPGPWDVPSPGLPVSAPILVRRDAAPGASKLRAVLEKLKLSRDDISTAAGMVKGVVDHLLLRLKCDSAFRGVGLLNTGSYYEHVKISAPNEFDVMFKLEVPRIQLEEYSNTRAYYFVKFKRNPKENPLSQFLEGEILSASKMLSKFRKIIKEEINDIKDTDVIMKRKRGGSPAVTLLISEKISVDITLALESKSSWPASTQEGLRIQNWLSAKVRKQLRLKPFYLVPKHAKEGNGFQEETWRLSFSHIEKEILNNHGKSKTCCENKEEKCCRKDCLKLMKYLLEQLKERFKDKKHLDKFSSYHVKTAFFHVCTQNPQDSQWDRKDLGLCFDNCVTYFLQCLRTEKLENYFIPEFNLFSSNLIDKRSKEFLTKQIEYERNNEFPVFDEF
* = called active by the depositor; · = no result given; & = joins results of further samples. Rule as the data show it, unless noted: active = inhibition above about 40%; inactive = the rest.

SMILES | NPYLR7 agonist | mcGAS inh | hcGAS inh
COc1ccc(/C=C/c2nn3c(CN4CCCCCC4)nnc3s2)cc1 | 1 | -4 | -4
Cc1ccc(C)c(CS(=O)(=O)CCCN2C(=O)NC(C)(C)C2=O)c1 | -7 | · | -5
COc1ccc2[nH]c3c(c2c1)C[C@H]1C[C@H]3[C@@H](OC)CN1C(=O)OCc1ccccc1 | 25 | -8 | -5
Cc1nc2cc(I)ccc2s1 | -4 | -4 | -7
CN(C)C(=O)Cc1nc(CSc2nc3ccccc3[nH]2)cs1 | -7 | · | -4
O=C(c1coc(COc2ccc(F)cc2)n1)N1CCC(c2ccc(F)cc2)C1 (stereo unspecified) | 14 | -11 | -9
CCc1ccc2c(c1)c(=O)c(S(=O)(=O)c1ccc(OC)cc1)cn2C | -9 | -7 | -5
CCn1c(C2CCN(Cc3nccn3CCOC)CC2)n[nH]c1=O | · | -4 | -3
CC(C)(C)OC(=O)NCCCn1ccc2cc(C(=O)O)ccc21 | -1 | · | -4
COC[C@H]1C[C@H]2C[C@@H](OC)[C@H](N3CCCCC3)[C@]2(O)CO1 | 3 | -9 | 4
CCN(CC)C(=O)CN1CCN(C(=O)c2ccc(S(=O)(=O)N3CCCCC3)cc2)CC1 | 2 | · | -5
COc1ccc(N2CCN(C(=O)C3CC=CCC3C(=O)Nc3cccc4c3CCCC4)CC2)cc1 (stereo unspecified) | -9 | · | -10
O=C(Cn1c2ccccc2n2ncnc12)c1ccc(Cl)cc1 | -1 | · | -4
CC1=NC2=C(C(=O)CCC2)C(c2ccc(C)s2)C1C(=O)OC1CCCC1 (stereo unspecified) | 20 | · | 4
O=C(CC(=O)NN=Cc1ccco1)NN=Cc1ccco1 | 7 | · | -6
COc1ccc(-n2nc(C(C)(C)C)cc2NC(=O)CN(C)C(=O)Nc2c(C(C)C)cccc2C(C)C)cc1 | -6 | -3 | -4
O=C(NCC(=O)N1CCc2c(Br)cccc2C1)C1CC1 | -1 | · | -4
Cc1nc2n(c1C(=O)N(C)C)CCN(C(=O)C1(C)CCNCC1)C2 | · | -6 | -11
CCC(C)c1ccccc1OCCN1CCOCC1 (stereo unspecified) | 2 | · | -9
O=C1CCS(=O)(=O)c2ccccc21 | 4 | · | -4

4 entries from above, reformatted.
structure	NPYLR7 agonist	mcGAS inh	hcGAS inh
CCC(C)c1ccccc1OCCN1CCOCC1 (stereo unspecified)	2	·	-9
O=C(CC(=O)NN=Cc1ccco1)NN=Cc1ccco1	7	·	-6
O=C(Cn1c2ccccc2n2ncnc12)c1ccc(Cl)cc1	-1	·	-4
COC[C@H]1C[C@H]2C[C@@H](OC)[C@H](N3CCCCC3)[C@]2(O)CO1	3	-9	4

The main list resumes, repeating the 4 entries before the break.
SMILES | NPYLR7 agonist | mcGAS inh | hcGAS inh
O=C(NCC(=O)N1CCc2c(Br)cccc2C1)C1CC1 | -1 | · | -4
Cc1nc2n(c1C(=O)N(C)C)CCN(C(=O)C1(C)CCNCC1)C2 | · | -6 | -11
CCC(C)c1ccccc1OCCN1CCOCC1 (stereo unspecified) | 2 | · | -9
O=C1CCS(=O)(=O)c2ccccc21 | 4 | · | -4
N#CC(C(=O)N1CCOCC1)c1ccc(C(F)(F)F)cn1 (stereo unspecified) | 9 | · | -11
Cc1c[n+](CC(=O)c2ccccc2)cc(C)n1 | 5 | · | -6
CC(C)c1nc(N2CCCn3nc(C(O)C4CCC4)cc3C2)no1 (stereo unspecified) | · | -6 | -11
NCc1nnc(-c2ccccc2)s1 | -1 | -15 | -5
O=C1NC(=Nc2cccc(Cl)c2)N2Cc3ccccc3CC12 (stereo unspecified) | 8&0 | · | -6&-2
CCc1nnc(-c2cc3ccccc3n2CC(=O)Nc2ccc(NC(C)=O)cc2)o1 | 2 | -9 | -9
CC(C)c1nnc(CN2CCCC(N3CCCC3=O)C2)o1 (stereo unspecified) | 6 | -13 | -7
Cc1nnc2c3ccccc3c(-c3ccc(O)cc3)nn12 | 15 | · | -9
COc1ccc(C(C2Sc3ncnn3C2=O)N2CCC(C)CC2)cc1OC (stereo unspecified) | 4 | -5 | -2
Cc1cc(C(=O)N2CCCC(CCC(=O)N3CCN(Cc4ccccc4)CC3)C2)no1 (stereo unspecified) | 3 | · | -3
Cc1ccc(S(=O)(=O)N2CCCCC2CCNS(=O)(=O)CCN2C(=O)CCCC2=O)cc1 (stereo unspecified) | -6 | · | -9
Cc1ccc(NC(=O)COc2ccc3c4c(c(=O)oc3c2)CCC4)cc1S(=O)(=O)N(C)C | 2 | · | -7
Cc1c[nH]c(=O)n1-c1ccc(C(=O)N(C)C(C)CC(C)C)cc1 (stereo unspecified) | 13 | · | -20
CCC(C)N(Cc1cccc(OS(=O)(=O)CC)c1)C(=O)Nc1ccc(Cl)cc1Cl (stereo unspecified) | 7 | -6 | -7
CCOC(=O)C1CCN(C(=O)CCc2cc3c(n2CCc2cccc(F)c2)-c2ccc(OC)cc2CC3)CC1 | 28 | -6 | -2
COc1cc(/C=C/C(=O)Nc2cc(C)nn2-c2nc3c(c(=O)[nH]2)CCC3)cc(OC)c1OC | 15 | -6 | -8
Cc1noc(C)c1CNCc1cn[nH]c1-c1ccccc1 | 8 | · | -5
O=C(CC1COCCN1)N1CCN(C/C=C/c2ccccc2)CC1 (stereo unspecified) | -6 | · | 1
COC(=O)CCC(=O)N1CCc2c([nH]c3ccccc23)C1c1ccc(SC)cc1 (stereo unspecified) | 17 | -12 | -3
CCOc1ccc(C2C(C(=O)OCCSCC)=C(C)NC3=C2C(=O)CCC3)cc1 (stereo unspecified) | 0 | 2 | 3
CC(=O)N1CCc2c(nc(-c3ccccn3)nc2N2Cc3ccccc3C2)C1 | 1 | · | -1
CCOC(=O)c1c(NC(=O)Cc2ccccc2)sc(C(=O)Nc2cccc(C(F)(F)F)c2)c1C | -5 | -4 | -5
CCC(NC(=O)C(C)(C)C)c1ccc(C)cc1C (stereo unspecified) | 7 | · | -3
COc1ccccc1N1CCN(c2nc(-c3ccc(C)cc3)nc3cc(Cl)ccc23)CC1 | 7 | -5 | -1
CCn1cc(NC(=O)c2cc3ccc(Br)cc3[nH]2)ccc1=O | 14 | -17 | -8
Cc1cc2nc(-c3cccs3)cc(C(=O)NC3CCc4ccccc43)c2cc1C (stereo unspecified) | 4 | -4 | -1
CCCCN(CCC(=O)N1CCN(Cc2ccc3c(c2)OCO3)CC1)c1nc(Cc2cccc(OC)c2)ns1 | -13 | -5 | -11
C=C(C)CNC(=O)C1CCC(=O)N(CCCc2ccccc2)C1 (stereo unspecified) | 6&3 | · | -11&-7
COc1ccc(CNCCC(C(C)C)C2CCOC(C)(C)C2)cc1 (stereo unspecified) | · | -4 | 2
Cc1ccc(S(=O)(=O)N2CCN(C(=O)CCc3cccc(F)c3)CC2)cc1C | 2 | -8 | -5
O=C(NN=C1CCC2(CC1)OCCO2)c1ccc(COc2ccccc2)o1 | 5 | -17 | -2
CCC(=O)Nc1ccc(-c2nc3c(C)cccc3o2)c(Cl)c1 | · | -5 | -4
O=C(c1cnccn1)N1CCC2(CC1)OCCN2S(=O)(=O)c1cccs1 | -1 | · | -15
COCCNC(=O)c1nn(-c2ccc(OC)cc2)c(=O)n(Cc2ccccc2)c1=O | -4 | 1 | 4
C=CCNC(=O)c1ccccc1N1CCC(NC(=O)Nc2cccc(Cl)c2)CC1 | -7 | 1 | -2
O=C(NCCC1C(=O)Nc2ccccc21)c1ccc(F)cc1Cl (stereo unspecified) | 3 | · | 1
O=C(NC(c1ccc(Cl)cc1)c1ccsc1)C1CCN(Cc2ccc(Oc3ccccc3)cc2)CC1 (stereo unspecified) | -9 | 0 | 2
COc1ccc(OCCN2C(=O)CN(/C=C/c3ccccc3)C2=O)cc1 | 3 | · | -6
CC(C(=O)Nc1nccs1)N1CCN(CCSc2ccccc2)CC1 (stereo unspecified) | 3 | · | -4
CN(C)C(=O)c1ccc(NC(=O)CCCNC(=O)c2ccccc2)cc1Cl | -5 | · | -4

Next part; the last 7 above are carried over.
SMILES | NPYLR7 agonist | mcGAS inh | hcGAS inh
COCCNC(=O)c1nn(-c2ccc(OC)cc2)c(=O)n(Cc2ccccc2)c1=O | -4 | 1 | 4
C=CCNC(=O)c1ccccc1N1CCC(NC(=O)Nc2cccc(Cl)c2)CC1 | -7 | 1 | -2
O=C(NCCC1C(=O)Nc2ccccc21)c1ccc(F)cc1Cl (stereo unspecified) | 3 | · | 1
O=C(NC(c1ccc(Cl)cc1)c1ccsc1)C1CCN(Cc2ccc(Oc3ccccc3)cc2)CC1 (stereo unspecified) | -9 | 0 | 2
COc1ccc(OCCN2C(=O)CN(/C=C/c3ccccc3)C2=O)cc1 | 3 | · | -6
CC(C(=O)Nc1nccs1)N1CCN(CCSc2ccccc2)CC1 (stereo unspecified) | 3 | · | -4
CN(C)C(=O)c1ccc(NC(=O)CCCNC(=O)c2ccccc2)cc1Cl | -5 | · | -4
Cc1ccccc1-n1ncc(C(C)NC(=O)c2cc(C(C)C)nc(N)n2)c1C (stereo unspecified) | 3 | · | -9&4
O=C(Nc1nc(-c2cc3cc(Cl)ccc3o2)cs1)c1ccncc1 | 4 | · | -9
CCc1nc2n(n1)C(=O)C(C(c1ccccc1F)N1CCN(c3ccc(OC)cc3)CC1)S2 (stereo unspecified) | -8 | -7 | -4
O=C(OCc1ccccc1)c1c(Cl)sc2nnsc12 | -3 | · | 5
CCOc1ccccc1CNCc1cnc(SC)nc1N1CCN(c2ccccc2F)CC1 | 4 | -5 | -2
O=C(NCC(=O)N1CCCC1)c1cc(-c2ccccc2Cl)nc2ccccc12 | 1 | · | 0
COc1ccc(CCC(=O)NC(C)c2cnn(-c3ccccc3C)c2C)cc1OC (stereo unspecified) | 13 | -10 | -5
CCCCNC(=O)c1sccc1S(=O)(=O)N1C(C)CCCC1C (stereo unspecified) | 7 | · | -10
Cc1cc(C)n(-c2ccc(C(=O)NC3CCCC(C)C3)cc2)n1 (stereo unspecified) | -9 | -2 | -7
FC(F)(F)c1cccc(-n2cc(-c3ccccc3)c3c(NCCCN4CCOCC4)ncnc32)c1 | -8 | -6 | -6
COc1cccc(-c2ccnc3[nH]n(-c4ccccc4)c(=O)c23)c1 | 2 | · | -4
Cn1c(CC2CCNCC2)nnc1CN1CCc2c([nH]c3ccccc23)C1 | 4 | · | 1
O=C(NNc1cc(N2CCOCC2)nc(N2CCOCC2)n1)c1ccccc1 | -14 | -5 | -5
CN1CCOC(CNCc2ccc(N3CCCCC3)cc2)C1 (stereo unspecified) | 3 | -5 | -13
COCCC(=O)N[C@H]1C[C@@H](C(=O)NC2C3CC4CC(C3)CC2C4)N(C)C1 (stereo partly specified) | -3 | · | -13
COc1ccc(-n2ccnc(SCC(=O)NC3CCCC3)c2=O)cc1Cl | -2 | -6 | -7
CCC(C(=O)Nc1c(-c2cccc(F)c2)nc2cc(C)ccn12)c1ccccc1 (stereo unspecified) | -12 | -7 | -7
Cc1[nH]nc(N)c1Br | 2 | -1 | 0
COc1ccc(/C=C/C(=O)Oc2coc(CSc3nccc(C)n3)cc2=O)cc1OC | -10 | 4 | -6
OC(Cc1ccccc1)Cn1cnc(-c2ccccc2)c1-c1cccnc1 (stereo unspecified) | 1 | -9 | 1
CC[C@H]1CN(C(=O)CCc2cnccn2)CC[C@@]1(C)O | -4 | · | -3
C=CCCN1C(=O)N/C(=C\c2c(CCC)[nH]n(-c3cccc(Cl)c3)c2=O)C1=O | 22 | -5 | -3
CCCCn1c(SC(C)C#N)nc2ccccc2c1=O (stereo unspecified) | -9 | -3 | -1
O=C(Cn1c2ccccc2c(=O)c2ccccc21)Nc1ccc(OCc2ccccc2)cc1 | -2 | · | -6
Cn1nc(-c2ccccn2)c2c1NC(=O)CC2c1csc(-c2ccccc2)n1 (stereo unspecified) | 7 | · | -4
Cc1cccn2c(=O)c3cc(C(=O)N4CCC(C)CC4)n(C)c3nc12 | 0 | · | -5
COc1ccccc1/C=C/C=C1N=C(/C=C/c2cccc(Cl)c2Cl)OC\1=O | -4 | · | -1
O=C(O)COc1ccc2cc(Br)ccc2c1 | 6 | · | -6
Cc1ccc(-c2ccc3c(c2)COCC(=O)N3C)cc1C | 9 | · | -7
COc1ccc(OC)c(NC(=O)C2(C)CCN2Cc2ccc(SC)cc2)c1 (stereo unspecified) | 2 | · | -4
CCc1ccc(C(CNC(=O)c2ccc(N3CCCS3(=O)=O)cc2)N(C)C)cc1 (stereo unspecified) | -1 | · | -2
CC1=CC2C(C)(C)CC(=O)C[C@]2(C)CC1COc1ccc2ccc(O)cc2c1 (stereo partly specified) | 3 | -4 | -3
CCc1ccccc1CN1CCCn2cccc2C1c1cccc([N+](=O)[O-])c1 (stereo unspecified) | 11 | -5 | -8
O=C1N=C(N2CCOCC2)SC1=Cc1cccc([N+](=O)[O-])c1 | -7 | -6 | -8
O=C(Nc1cccc(Cl)c1)N1CCN(Cc2ccco2)CC1 | -6 | · | -5
CN(C)c1ccc(N=Cc2nc(-c3ccco3)oc2O)cc1 | 0 | -5 | -5
CCC1CN(C(=O)c2cn3cccnc3n2)CCC(=O)N1Cc1ccccc1 (stereo unspecified) | -1 | -10 | -4
CCC(C)N(C(=O)Cn1nc(C)c(C)c(C#N)c1=O)C(C)CC (stereo unspecified) | 1 | -4 | 1
CCc1nnc(C2CCN(C(=O)NCc3ccccc3)CC2)s1 | -3 | -8 | -8
O=C(C[C@@H]1NC(=O)[C@H](Cc2ccccc2)NC1=O)NCc1ccc2ccccc2c1-c1ccccc1 | -13 | · | 0
COC(=O)c1c(C)c(C(=O)CN(CC2CCCO2)C(=O)c2cccc(Cl)c2)c(C)n1C (stereo unspecified) | -12 | -2 | -4
COc1ccc(C2CC(c3ccc(F)cc3)=Nc3nnnn32)cc1OCc1ccccc1 (stereo unspecified) | 4 | -4 | -3

Compound activity (PubChem)
